Screening results deposited in PubChem by several laboratories.
NSD2 HMT inh: blocks human histone methyltransferase NSD2. O96028. NSD2 peptide methylation, AlphaScreen, 120 min. inhibition, % at 12.5 µM. 310,000 compounds, 0.54% hits. AID 743445; in the data active means inhibition above about 50%
LANA DNA inh: inhibitors of KSHV LANA C-terminal domain DNA binding; MBP-C-LANA/FAM-LBS DNA binding, fluorescence polarization; inhibition, % at 9 µM; 340,000 compounds, 0.078% hits; AID 504423;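 active means highest replicate inhibition at or above 60% at 9 µM, even if other replicates fall short; inactive means all replicates below 60% inhibition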;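 further: 0% = neutral control wells and 100% = 4 µM acridine orange control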
PKA-R2B act: activates the human PKA-R2B holoenzyme complex. P22694+P31323. PKA-R2B holoenzyme dissociation, Cy5-IP20 fluorescence polarization; R2B truncated from residue 108, S112A mutant; 0% DMSO only, 100% 113 µM cGMP. activation, % at 11.4 µM. 340,000 compounds, 0.079% hits;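 active means activation above a cutoff set at the mean over all compounds plus 3 SD, cut at about 18% in these data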;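 further: higher means more holoenzyme dissociation and a rise in polarization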
Target sequence (P31323 whole entry, looked up, other chains not shown, the tested form may be a part): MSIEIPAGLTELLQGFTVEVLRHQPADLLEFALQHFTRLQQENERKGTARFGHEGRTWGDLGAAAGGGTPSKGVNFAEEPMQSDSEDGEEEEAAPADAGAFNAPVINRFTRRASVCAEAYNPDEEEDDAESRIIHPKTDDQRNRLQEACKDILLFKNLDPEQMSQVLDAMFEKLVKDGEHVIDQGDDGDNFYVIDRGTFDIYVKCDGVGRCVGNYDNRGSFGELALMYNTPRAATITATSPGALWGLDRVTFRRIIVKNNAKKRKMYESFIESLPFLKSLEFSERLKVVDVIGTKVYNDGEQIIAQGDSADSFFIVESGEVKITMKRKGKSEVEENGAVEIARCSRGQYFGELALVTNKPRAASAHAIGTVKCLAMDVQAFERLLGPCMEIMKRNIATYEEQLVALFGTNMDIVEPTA
SR-BI uptake up: activators of SR-BI mediated HDL lipid uptake | CHO ldlA[mSR-BI] cells, DiI-HDL uptake fluorescence, 3 h; 100 = double the neutral-control signal | activation, % at 12.5 µM | 320,000 compounds, 0.096% hits;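 active means mean replicate activation of at least 60% and every replicate at or above 60%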;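 further: 0% = median plate neutral-control signal and 100% = twice that signal; values of inactives mirror those of a sister screen read the other way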
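Assay system: CHO ldlA[mSR-BI] cells, LDL receptor-null, SR-BI overexpressing; medium: Ham's F12 with 0.5% BSA, HEPES 25 mM, pH 7.4; also added: DiI-HDL 10 µg/mL; timing: 3 h uptake period with compound, 37 °C; signal: DiI fluorescence, bottom read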
Keap1 Nrf2 FP: Keap1-Nrf2 (human) interaction inhibition; Keap1 Kelch-Nrf2 peptide fluorescence polarization, 1536-well; inhibition, % at 9.4 µM; AID 504523; 340,000 compounds, 0.15% hits; Q14145; in the data active means inhibition above about 12%;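 further: human Keap1 Kelch domain with fluorescein labeled Nrf2 9mer peptide probe; 0% = neutral control wells and 100% = peptide positive control; higher means more block of Keap1 binding to Nrf2 peptide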
Arrestin-AP2 inh: human beta-arrestin and AP2 interaction inhibition | FITC-arrestin peptide / GST-AP2 beads, flow cytometry; AP2 beta2 appendage carries R879A mutation | inhibition, % at 10 µM | 340,000 compounds, 0.31% hits;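 active means inhibition above a set limit, near 3 SD of compounds lacking own fluorescence, cut at about 54% in these data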;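 further: plate controls were DMSO wells for no effect and 5 µM unlabelled arrestin peptide for full effect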
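system = GST-tagged AP2 beta2-adaptin appendage (R879A) on 4 µm glutathione beads | reagent = FITC-labelled arrestin peptide probe, 50 nM final | schedule = compound with beads 12 min RT, then probe 1 h RT | signal = HyperCyt-sampled flow cytometry, FL1 channel, ex 488/em 535 nm | read-out = percent response from loss of bead-bound FITC fluorescence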
DAGLB inh: diacylglycerol lipase beta (human) inhibition | Q8NCG7 | HEK293T DAGLB membrane lysate, EnzChek fluorogenic substrate | inhibition, % at 5.17 µM | 340,000 compounds, 0.059% hits; in the data active means inhibition above about 34%;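 further: 0% = enzyme with vehicle and 100% = wells lacking enzyme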
RTF Ca sens inh: cardiac RTF calcium desensitization. P19429+P45379. IANBD-labeled cardiac RTF, Ca2+ fluorescence. inhibition, % at 7.15 µM. 340,000 compounds, 0.12% hits. AID 493244;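 active means inhibition above the mean inhibition of all tested compounds plus 3 SD, cut at about 17% in these data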;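 further: assay run at fixed EC70 calcium of 1.6 mM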
SR-BI HDL uptake: inhibitors of mouse SR-BI mediated HDL lipid uptake. Q61009. ldlA[mSR-BI] CHO cells, DiI-HDL uptake fluorescence, 3 h. inhibition, % at 12.5 µM. 320,000 compounds, 0.96% hits;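 active means mean replicate inhibition of at least 70% and a set share of replicates each scoring 70 or more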;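 further: 0% = median of neutral control wells and 100% = median of positive control wells; values of inactives mirror those of a sister screen read the other way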
Target sequence (Q61009 whole entry, looked up): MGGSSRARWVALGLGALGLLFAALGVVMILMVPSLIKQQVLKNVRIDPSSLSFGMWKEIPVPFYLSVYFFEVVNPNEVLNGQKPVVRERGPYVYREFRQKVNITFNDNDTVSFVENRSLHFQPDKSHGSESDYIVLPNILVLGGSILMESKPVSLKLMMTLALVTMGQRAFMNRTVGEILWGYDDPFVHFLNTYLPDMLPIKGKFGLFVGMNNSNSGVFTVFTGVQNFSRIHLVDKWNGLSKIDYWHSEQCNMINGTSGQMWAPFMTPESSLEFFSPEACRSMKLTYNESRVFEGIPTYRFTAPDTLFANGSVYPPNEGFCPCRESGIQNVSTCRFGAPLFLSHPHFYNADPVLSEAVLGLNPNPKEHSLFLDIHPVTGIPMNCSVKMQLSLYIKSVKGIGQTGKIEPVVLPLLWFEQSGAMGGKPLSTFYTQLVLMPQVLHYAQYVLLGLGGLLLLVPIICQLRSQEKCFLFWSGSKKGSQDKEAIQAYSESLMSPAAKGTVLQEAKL
PvdQ inh: blocks Pseudomonas aeruginosa PvdQ acylase activity; inhibition, % at 10 µM; 340,000 compounds, 0.063% hits; purified PvdQ acylase, fluorescence plate reader; in the data active means inhibition above about 30%, passing the limit was not always enough;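 further: 0% = vehicle neutral wells and 100% = reference inhibitor wells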
Starred values were filed as active, the others as inactive; · = not tested or not shown.

SMILES,NSD2 HMT inh,LANA DNA inh,PKA-R2B act,SR-BI uptake up,Keap1 Nrf2 FP,Arrestin-AP2 inh,DAGLB inh,RTF Ca sens inh,SR-BI HDL uptake,PvdQ inh
COCCNC(=S)NCc1cccs1,-1.6,-0.1,-2.8,21.7,-6.2,-12.8,-3.0,1.7,-21.7,1.7
CC(C)(C)c1ccc(/C=C2\SC(=O)N=C2N)cc1,-3.9,-0.9,1.1,-6.8,-0.3,10.3,1.6,5.0,6.8,-6.5
CCn1cc([N+](=O)[O-])c(C(=O)Nc2ccc3c(c2)OCCO3)n1,0.4,1.8,4.2,-13.2,0.9,0.6,1.6,0.2,13.2,-11.0
Cc1ccccc1NC(=O)CSc1nnc(-c2ccccn2)o1,-6.1,-2.0,3.6,11.3,-4.6,-3.3,-5.2,-12.9,-11.3,-10.4
COc1ccc(NC2CCCN(C(=O)c3ccncc3)C2)cc1 (configuration not stated),1.8,-0.3,-0.6,-13.4,-2.8,7.0,-1.4,-3.8,13.4,13.5
Cc1sc2ncnc(N3CCC(C(=O)NNC(=O)c4ccc(Cl)cc4)CC3)c2c1C,0.6,-0.5,-0.5,-65.0,-2.1,-8.1,2.1,1.2,65.0,-6.5
CCCCNC(=O)OCC(CC)NC(=O)OC(C)C (configuration not stated),-1.4,-0.4,-11.8,-0.7,-3.1,-6.4,0.4,-3.9,0.7,-18.8
CCN(C(=O)CN1CCC(C(=O)OC)CC1)c1c(N)n(Cc2ccccc2)c(=O)[nH]c1=O,-1.1,-0.7,8.9,45.9,2.5,-9.0,3.3,-3.2,-45.9,-11.3
Cc1noc(C)c1C(=O)Nc1cccc(S(=O)(=O)N2CCOCC2)c1,16.9,-1.2,7.7,21.3,0.1,1.1,1.5,2.1,-21.3,-8.1
O=C(CSc1nnc2ccccn12)Nc1ccccc1C(=O)O,-0.7,1.0,9.2,17.3,-0.9,14.4,-1.2,1.8,-17.3,-2.8
O=C1CCN(CCCc2ccccc2)CCN1[C@H](CO)c1ccccc1,·,-0.7,8.8,20.1,3.5,40.9,-4.9,7.6,-20.1,-6.1
Cc1ccc(N(C(=O)c2cnccn2)C(C(=O)NC2CCCCC2)c2ccc(O)cc2)cc1 (configuration not stated),-4.0,0.2,-11.8,16.2,-0.5,-5.4,-1.8,5.0,-16.2,-4.6
COc1ccc(/C=N/NC(=O)c2nc(-c3ccccc3)cc(-c3ccccc3)n2)cc1O,-0.9,-1.3,-8.3,-49.3,3.1,10.7,1.6,16.9,49.3,1.4
COc1ccc(C(=O)C2CCCN(S(=O)(=O)c3cccc(C)c3)C2)c(C)c1 (configuration not stated),-4.3,-1.0,7.2,17.0,-3.8,-2.2,-7.2,-1.7,-17.0,-5.7
COc1ccccc1C(CNC(=O)COc1cc(C)ccc1Cl)N1CCCC1 (configuration not stated),3.3,0.6,-9.4,23.8,-3.3,1.9,2.6,-7.0,-23.8,-13.6
O=C(CCNC(=O)C1CCN(S(=O)(=O)c2ccc(F)cc2)CC1)NCCc1ccc(Cl)cc1,0.9,-0.4,-19.9,-32.1,-1.4,-2.4,-1.3,-6.2,32.1,-10.4
Cc1ccccc1NS(=O)(=O)c1ccc(N2CCCC2=O)cc1,-2.3,0.9,-2.3,35.9,0.7,3.0,-0.6,0.3,-35.9,-7.8
CCn1cc(CCC(=O)NCCN2CCOCC2)c2ccccc21,-1.8,-1.1,2.7,-4.9,6.0,-14.2,3.4,-5.3,4.9,2.6
c1ccc2[nH]c(SCc3cn4ccccc4n3)nc2c1,-1.0,-0.7,1.9,3.8,-2.5,37.7,-1.7,0.1,-3.8,11.1
COc1cc([N+](=O)[O-])cc(/C=N/N(CCC#N)C(C)=O)c1O,-0.4,-0.5,10.1,0.2,-6.4,-0.7,1.5,-8.1,-0.2,-4.2
CC1CC(C)CN(C(=O)c2cccc(S(=O)(=O)Nc3cc(C(F)(F)F)ccc3Cl)c2)C1 (configuration not stated),-17.2,1.0,-3.6,23.0,1.2,5.4,16.8,2.9,-23.0,-15.4
COc1ccc2c(c1)oc1c(SCc3nc4ccccc4[nH]3)nc(C)nc12,·,2.6,1.1,-37.6,-0.6,3.8,-5.7,-1.0,37.6,-15.3
CN1C(=O)N(C)C2(c3ccccc3)Nn3c(s/c(=C/c4ccccc4)c3=O)=NC12c1ccccc1 (configuration not stated),0.8,1.0,-2.3,6.3,-5.1,6.1,-3.1,-1.4,-6.3,8.1
CCOc1ccc(N2C(=O)c3ccccc3C2O)cc1 (configuration not stated),·,0.9,1.4,0.5,2.8,-7.9,-0.8,-4.7,-0.5,0.5
NC(=S)N/N=C/c1c[nH]c2ccccc12,4.7,1.5,-3.1,·,2.5,-4.9,0.1,-15.1,·,-4.6
CCc1cc2ccc(C)cc2nc1SCC(=O)Nc1cc(C)on1,-2.3,-1.4,1.6,-27.7,-1.8,-15.9,-3.0,-10.1,27.6,-14.0
CCN(CC(=O)Nc1cc(Cl)ccc1C)C(=O)CCc1nc2ccccc2c(=O)[nH]1,3.4,-7.3,-14.6,-4.5,-3.3,-7.8,-7.7,-7.0,4.5,1.4
COc1ccc2oc(=O)c(NC(=O)C3CCCCC3)cc2c1,-2.7,-1.9,-3.3,-24.7,-3.6,6.6,-0.2,-5.6,24.7,-11.0
O=C(COC(=O)c1ccccc1)Nc1ccccc1Br,-3.2,-0.4,1.6,33.6,-2.9,·,-4.0,-20.6,-33.6,-9.9
O=c1cc(CSc2nnc(COc3ccccc3)o2)c2ccccc2[nH]1,0.1,-0.8,-2.0,-10.2,-1.8,-2.0,0.9,-5.0,10.2,7.9
O=S(=O)(c1ccc(Br)cc1)n1ccc2ccccc21,-13.6,2.8,-2.8,-7.3,3.2,-0.7,-5.8,-22.1,7.3,-8.2
CC(C)(C)c1[nH]nc2c1C(Cc1ccccc1)C(C#N)=C(N)O2 (configuration not stated),2.6,-1.0,-3.7,21.3,3.4,-5.8,2.8,2.4,-21.3,-0.6
CCCCn1c(N)c(-c2nc3ccccc3o2)c2c([N+](=O)[O-])nn(CC)c(=O)c21,-0.3,1.1,6.8,41.3,-6.4,-3.7,5.3,-0.6,-41.3,-12.3
CC(=O)Nc1ccc2c(c1)OCCO2,1.0,-0.7,-5.7,27.0,-3.1,0.1,0.1,0.4,-27.0,-14.7
COc1ccc(C/C(C)=N\NC(=O)c2cn(C)c3ccccc23)cc1OC,-1.2,-1.0,2.2,-10.2,-5.5,1.2,-6.3,5.8,10.2,-6.2
CCCOc1ccc(-c2c(C(=O)N/N=C/c3cccs3)nnn2-c2nonc2N)cc1,-1.8,-1.3,-9.0,-73.3,-1.0,0.8,0.4,-2.9,73.3*,-19.0
O=C(Oc1cccc2cccnc12)c1cccs1,-0.5,1.9,0.0,15.5,-3.7,10.4,5.8,8.2,-15.6,4.0
O=C1[C@@H]2Cc3c([nH]c4ccccc34)C(c3ccccc3)N2C(=O)CN1C1CC1 (some centres not stated),-0.7,-0.7,3.5,-33.8,-2.4,-11.4,-1.1,-5.7,33.8,-19.1
Cc1cccc(C)c1NC(=O)Cn1c(=O)c(N2CCCCC2)c(N)n(C)c1=O,-0.8,-1.5,9.1,21.9,-1.9,0.4,-2.6,3.7,-21.9,-10.3
CN(C(=O)COC(=O)C12CC3CC(CC(Cl)(C3)C1)C2)C1(C#N)CCCCC1,-8.3,1.6,-0.6,-12.6,6.5,2.9,-0.1,-10.5,12.6,-9.6
CC(C)C(NC(=O)OCc1ccccc1)C(=O)OCC(=O)N1C(C)CCCC1C (configuration not stated),·,-2.3,6.3,-4.4,2.2,-1.1,-1.7,-2.3,4.4,-3.7
CCCNC(=O)N1CCC(C(=O)c2cccc(F)c2)CC1,-4.3,0.5,-14.2,·,2.9,3.2,3.3,0.2,·,7.2
Cc1ccccc1NC(=O)Cc1nc(COC(=O)COc2cccc(C)c2C)cs1,-1.2,0.4,-9.0,25.4,3.1,-8.9,-3.6,-6.8,-25.4,-6.6
CCOC(=O)CSc1nc2ccc(Nc3nc(N4CCOCC4)nc(N4CCOCC4)n3)cc2s1,·,0.6,8.9,-37.6,-0.5,6.6,1.4,-5.0,37.7,-1.9
COC(=O)c1cc2sccc2n1CC(=O)N(C)c1ccccc1,1.2,0.5,-1.7,29.8,1.9,4.3,3.0,-2.3,-29.8,-8.7
Clc1ccc(-c2cnc3ccccc3n2)cc1,-3.4,0.9,-16.1,16.7,-1.8,3.2,-7.6,-6.2,-16.7,-1.9
Cc1nn(-c2ccccc2)c(C)c1/C=N/NC(=O)c1ccccc1NS(=O)(=O)c1cccs1,0.1,-0.5,-8.8,-9.2,-0.1,13.4,7.7,5.1,9.2,13.4
Cc1ccn(CCC(=O)N2c3ccccc3CC2C)n1 (configuration not stated),-0.1,2.5,-5.2,9.0,4.2,30.8,3.3,0.6,-9.0,-0.3
CC[C@H](C)Cc1cn([C@@H](CCCCN)C(=O)NCCCCCCCCCCC(=O)N2CCNCC2)nn1,·,-2.2,3.9,-0.1,-1.1,5.3,-0.3,-6.2,0.1,-6.8
CC(C)(C)CN1C(=O)C(=O)NC[C@H]1Cc1ccc(O)cc1,·,1.7,-16.2,23.6,-6.7,-9.1,-0.2,-9.8,-23.6,-3.4
COc1ccc(OC(=O)N2C/C(=C/c3ccccc3)C(=O)/C(=C\c3ccccc3)C2)cc1,0.2,-0.8,-9.3,6.6,1.0,-10.7,-1.3,-14.8,-6.6,-7.3
S=C(Nc1ccccc1)Nc1ccccc1Br,0.0,-0.6,0.0,24.5,2.1,12.6,1.4,5.9,-24.5,-0.5
O=C(NCCOc1ccc2ccccc2c1)c1cncc(Br)c1,-4.5,0.6,10.2,-7.0,-3.2,5.5,-1.3,-7.2,7.0,-7.3
C[C@@]12CCC=C[C@H]1[C@H](c1ccc(C(F)(F)F)cc1)N(Cc1ccccc1)C2=O,·,-2.4,-12.7,5.2,0.6,11.0,-5.0,9.4,-5.2,4.6

Entries listed so far that contain a CF3 group, in the order listed:
SMILES,NSD2 HMT inh,LANA DNA inh,PKA-R2B act,SR-BI uptake up,Keap1 Nrf2 FP,Arrestin-AP2 inh,DAGLB inh,RTF Ca sens inh,SR-BI HDL uptake,PvdQ inh
CC1CC(C)CN(C(=O)c2cccc(S(=O)(=O)Nc3cc(C(F)(F)F)ccc3Cl)c2)C1 (configuration not stated),-17.2,1.0,-3.6,23.0,1.2,5.4,16.8,2.9,-23.0,-15.4
C[C@@]12CCC=C[C@H]1[C@H](c1ccc(C(F)(F)F)cc1)N(Cc1ccccc1)C2=O,·,-2.4,-12.7,5.2,0.6,11.0,-5.0,9.4,-5.2,4.6
